MgcRacGAP inhibition: MgcRacGAP GTPase-activating activity inhibitors, confirmation, biochemical, ADP Hunter fluorescence; actives 0.6% (n = 340,000); one-dose inhibition, % at 30 µM; IC50 in µM for titrated hits; MgcRacGAP-stimulated Rac1 GTP hydrolysis, ADP Hunter fluorescence; higher % means a stronger effect; GST-tagged Rac1 F28L mutant substrate;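 active = first-screen hits whose inhibition reached a set limit at any dose in the follow-up dose series; inconclusive = inhibition above the set first-screen limit but never retested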;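 also: fluorescence reports GDP produced by GAP-driven GTP hydrolysis; strong numbers were not always called active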
T cell modulator: T cell immune modulators affecting CD8 T cell-vesicle binding; 2C CD8+ T cell-vesicle binding, flow cytometry; active compounds read low; calls only at 7 µM; actives 0.068% (n = 330,000);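 active = response, share of CD8 T cells binding vesicles, and their 90th percentile fluorescence all below set limits, cut at about 80% in these data, passing the limit was not always enough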
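incubation = binding step 1.5 h, 37 °C, antibody labelling 20 min, ice | test system = 2C mouse CD8+ T cells | read-out basis = percent CD8+ FL2 mean versus row control | controls = Peptide-free naked vesicles (low) and QL9 vesicles with 0.7% DMSO vehicle (high) | detection = flow cytometry of vesicle-bound cells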
Salmonella PhoP GFP: inhibitors of PhoP regulon expression, primary screen, Salmonella Typhimurium, GFP reporter (AID 1863). S. Typhimurium PhoP-regulated promoter GFP reporter, 4 h; higher % means a stronger effect. one-dose inhibition, % at 50 µM; IC50 in µM for titrated hits. actives 0.16% (n = 300,000);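 active = inhibition over 29.93%, a cutoff 3 SD above the screen mean, later confirmed by dose response; inconclusive = inhibition over 29.93% but no dose response follow-up; inactive = inhibition at most 29.93% or unconfirmed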;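 also: 0% = low Mg2+ inducing control and 100% = high Mg2+ repressing control; strong numbers were not always called active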
NTR1 agonist: NTR1-driven beta-arrestin-GFP spot formation – imaging, U2OS cells, high content, primary screen (AID 493036) | P30989 | agonist mode | activation, % at 20 µM | actives 0.17% (n = 330,000);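 active = activation at or above 40% of the spot to cytoplasm intensity ratio, with at least 20 cells analyzed; inconclusive = wells under 20 cells, flagged as cytotoxic or low count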;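 also: 0% = DMSO without peptide and 100% = 100 nM NTR1 peptide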
Target sequence (P30989 whole entry, looked up): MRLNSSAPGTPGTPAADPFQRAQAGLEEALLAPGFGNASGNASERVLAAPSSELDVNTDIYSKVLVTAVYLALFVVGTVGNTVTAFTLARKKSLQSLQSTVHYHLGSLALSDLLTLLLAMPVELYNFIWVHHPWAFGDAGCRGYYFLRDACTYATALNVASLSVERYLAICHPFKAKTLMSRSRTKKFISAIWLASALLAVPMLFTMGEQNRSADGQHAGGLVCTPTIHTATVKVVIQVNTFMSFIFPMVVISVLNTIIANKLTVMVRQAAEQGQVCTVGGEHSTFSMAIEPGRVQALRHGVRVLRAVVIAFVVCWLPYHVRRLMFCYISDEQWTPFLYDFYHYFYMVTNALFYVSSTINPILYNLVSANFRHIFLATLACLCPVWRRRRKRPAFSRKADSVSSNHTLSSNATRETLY
RSV CPE inhibition: RSV antiviral activity via CPE protection, HEp-2 cells, primary 10 µM value included (AID 2391); HEp-2 cells, RSV-induced CPE inhibition; higher % means a stronger effect; one-dose CPE inhibition, % at 10 µM; IC50 in µM for titrated hits; actives 0.13% (n = 310,000); in the data active = a potency from the dose series; inconclusive = CPE inhibition mostly from about 23% at the one dose, without a potency; inactive = the rest, 99 in 100 with CPE inhibition below about 21%; also: strong numbers were not always called active
UTI89 phage lysis: protection from phage-mediated lysis, alamar blue read-out – E. coli UTI89, K1F phage, bacterial capsule biogenesis inhibitors (AID 488966); E. coli UTI89 K1F phage lysis, alamar blue, 2 h; higher % means a stronger effect; inhibition, % at 100 µM; hits with a dose series show IC50 in µM; actives 0.02% (n = 340,000);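 active = phage lysis inhibition, versus mean bacterial control, above a set limit; inconclusive = no clear call, values can overlap the other calls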;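 also: capsule biogenesis inhibitors block K1F phage lysis so surviving cells raise fluorescence; higher fluorescence means more inhibition of phage lysis; actives were called in the ten point dose series up to 300 µM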
West Nile antiviral: inhibition of WNV-induced cytopathic effect – cell-based, CPE readout (AID 1621). West Nile virus-infected cells, CPE inhibition; higher % means a stronger effect. actives 0.02% (n = 290,000). one-dose CPE inhibition, % at 10 µM; IC50 in µM for titrated hits; in the data active = a potency from the dose series; inconclusive = CPE inhibition mostly from about 3.7% at the one dose, without a potency; inactive = the rest, 99 in 100 with CPE inhibition below about 2.2%; also: strong numbers were not always called active
SV40 large T antigen: TAg ATPase/helicase activity blockers – biochemical (AID 1903); actives 0.39% (n = 310,000); SV40 large T antigen ATPase/helicase inhibition assay; higher % means a stronger effect; one-dose inhibition, % at 20 µM; IC50 in µM for titrated hits; in the data active = a potency from the dose series; inconclusive = inhibition mostly from about 32% at the one dose, without a potency; inactive = the rest, 99 in 100 with inhibition below about 32%; also: strong numbers were not always called active
NS5 inhibitors: Dengue-2 NS5 methyltransferase inhibitors, primary screen, biochemical, confirmation dose response (AID 588689). Dengue-2 NS5 methyltransferase capping enzyme assay, biochemical; higher % means a stronger effect. one-dose inhibition, % at 25 µM; IC50 in µM for titrated hits. actives 0.3% (n = 340,000); in the data active = a potency from the dose series; inconclusive = inhibition above about 29% without an active follow-up result
T cell modulator vesicle-bound %: further read-out of T cell modulator, marked with its call; double positive events, %; measured here: CD8+ vesicle-bound cell fraction;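 binding gate set so that unloaded-vesicle control wells show 10% double positive cells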
NTR1 agonist cell count 20 µM: also measured in NTR1 agonist; calls as there; cell count; measured here: cell count, cytotoxicity flag
NS5 inhibitors pilot replicate: also measured in NS5 inhibitors; calls as there; inhibition, %; measured here: pilot screen replicate inhibition
Active calls of the source: *; i = inactive; ? = inconclusive; / = no result given; & = joins results of further samples; [ ] = dose if it differs, or a comment. Compounds were not picked by outcome; overall some 1.5% were active at least once.

SMILES	MgcRacGAP inhibition	T cell modulator	T cell modulator vesicle-bound %	Salmonella PhoP GFP	NTR1 agonist	NTR1 agonist cell count 20 µM	RSV CPE inhibition	UTI89 phage lysis	West Nile antiviral	SV40 large T antigen	NS5 inhibitors	others
S=c1[nH]nc(C23CC4CC(CC(C4)C2)C3)n1Cc1ccco1	11%	i	29	4%	0.5	40	3.7%	-0.1%	0.0%	3%	-8%
CCC(C(=O)NC(C)CCc1ccco1)n1nc(C)n2c(cc3occc32)c1=O (centres undefined)	21%	i	39	-8%	-0.4	45	21%	1.0%	-0.5%	12%	0%
O=C(Nc1ccc(-c2csc(Nc3ccccc3)n2)cc1)c1cc([N+](=O)[O-])cc(C(F)(F)F)c1	4%	i	51	5%&-3%	11	62	48%	0.7%	1.4%	5%	-4%
COc1ccc2nc(Nc3nc(CSc4ccc(C)cc4)cc(=O)[nH]3)nc(C)c2c1	8%	i	45	-10%	5.2	27	1.5%	0.3%	-0.5%	9%	/
COC(=O)c1c(NC(=O)CCCC(=O)O)sc2c1CCC2	10%	i	38	-2%	-0.1	87	0.8%	-1.8%	-0.4%	14%	0%
O=C(COC(=O)Cc1ccccc1F)Nc1cccc(F)c1	2%	i	49	-6%	3.3	60	2.7%	0.1%	0.7%	11%	-3%
CCC(=O)Nc1cc(-c2cc3ccccc3oc2=O)ccc1OC	7%	i	3	1%	0.5	50	1.5%	-1.2%	0.1%	6%	-2%
CC(C)(C)c1cc(CSC(=S)NC2CCS(=O)(=O)C2)c(Br)c(C(C)(C)C)c1 (centres undefined)	12%	i	17	4%	8.6	47	11%	0.1%	-0.2%	4%	-1%
O=C(NCCC1=CCCCC1)Nc1ccc2nsnc2c1	1%	i	25	4%	2.0	42	17%	0.6%	-0.1%	-1%	-14%
Oc1c(C=C2N=c3ccccc3=N2)sc(=S)n1-c1ccc2ccccc2c1	9%	i	33	-1%	1.4	43	1.6%	0.2%	0.6%	17%	-4%
O=C(CSc1nnc2scc(-c3ccccc3)n12)c1ccc2c(c1)OCCO2	12%	i	25	2%	8.7	45	-0.1%	-2.3%	-0.1%	2%	-6%
Oc1c(CNc2ccccc2)cc(COCc2ccccc2)c2cccnc12	6%	i	16	/	0.3	60	/	0.3%	/	/	5%
CCOc1ccc(/C=N/NC(=O)c2cc3ccccc3cc2OC)cc1	8%	i	44	-4%	4.5	57	2.6%	0.3%[50 µM]	-0.4%	14%	-4%
Cc1cc(NC(=O)CSc2nnc(COc3cccc(C)c3C)n2Cc2ccco2)no1	-5%	i	8	0%	0.8	70	-0.1%	4.6%	-0.7%	-1%	1%
COc1ccc(OC)c(N(C)S(=O)(=O)c2ccc3c(c2)N(C(C)=O)CCO3)c1	10%	i	9	-17%	-0.3	80	2.1%	0.2%	-0.4%	2%	-4%
CCn1cc(C(=O)NCCCN2CCCC(C)C2)c(=O)c2cc(S(=O)(=O)N(C)C3CCCCC3)ccc21 (centres undefined)	2%	i	14	-2%	-0.2	43	-0.8%	0.0%	-0.4%	9%	-5%
COC(=O)C1Cc2c([nH]c3ccccc23)CN1C(C)=O (centres undefined)	10%	i	27	5%	-0.9	82	1.2%	-0.1%	-0.4%	6%	0%
O=C(O)CCC(=O)/C=C/c1ccccc1	1%	i	48	-3%	-0.5	91	0.1%	1.4%	0.5%	3%	-1%
Cc1cccc(C)c1NC(=O)CCCN1C(=O)C(c2ccccc2)Oc2cccnc21 (centres undefined)	6%	i	8	-6%	1.7	68	9.8%	0.0%	0.4%	/	-4%
Cc1cccc(NS(=O)(=O)c2ccc(C)c(C(=O)NCC(c3cccs3)N(C)C)c2)c1 (centres undefined)	5%	/	/	/	0.8	77	/	0.8%[50 µM]	/	/	5%
COc1ccc(CC(=O)NC(CC(=O)O)c2ccc(OC)cc2)cc1 (centres undefined)	-13%	i	21	2%	-2.0	28	0.5%	0.3%	0.0%	/	2%
CN(C)c1ncc(S(=O)(=O)c2ccccc2)c(-c2ccc(Cl)cc2Cl)n1	-12%	i	40	-1%	6.0	87	7.8%	-0.7%	/	9%	10%	NS5 inhibitors pilot replicate=-0.5
Cc1csc(SCC(=O)Nc2ccccc2[N+](=O)[O-])n1	7%	i	28	-3%	0.7	62	1.1%	-1.9%	-0.7%	3%	-2%
Cc1nn(C)c(C)c1NC(=O)COc1ccc(Cl)cc1	2%	i	40	/	-1.7	59	0.3%	0.6%[50 µM]	/	/	-2%
CCCCNC(=O)COC(=O)c1ccc(Cl)c(S(N)(=O)=O)c1	10%	i	55	-7%	0.1	31	2.8%	-0.1%	0.0%	24%	3%
COc1ccc(N2CCN(C(=S)Nc3ccc(F)cc3)CC2)cc1	-3%	i	57	-4%	1.2	47	6.3%	-0.9%	-0.5%	8%	-9%
CC(=O)Nc1ccc2c(c1)ncn2-c1ccc(C)cc1	10%	i	4	5%	-1.0	62	5.2%	0.1%	0.2%	4%	1%
CCc1n[nH]c(=S)n1/N=C/c1c(C)nn(-c2ccccc2)c1Cl	3%	i	11	1%	8.8	71	-4.0%	0.2%	2.3%	25%	-9%
O=C(/C=C/c1ccc(Br)o1)NC(c1ccccc1)c1ccccc1	9%	i	40	-2%	0.2	54	3.8%	0.5%[50 µM]	-1.0%	1%	1%
CCc1ccc2[nH]c3nc(SCC(=O)NCC4CCCO4)nnc3c2c1 (centres undefined)	3%	/	/	/	1.8	41	/	0.2%	-0.3%	/	7%
CCN(CC)C(=O)CSc1nc2sc(C)c(C)c2c(=O)[nH]1	2%	i	28	3%	-1.4	49	0.7%	-0.6%	0.2%	5%	-8%
COC(=O)CCC(=O)N1CCCC(CO)(Cc2ccccc2F)C1 (centres undefined)	-7%	i	25	-1%	0.4	55	-1.0%	-0.9%	-0.2%	0%	/
Cc1cccc(Cl)c1OCCCCn1ccnc1	7%	i	26	25%	0.5	68	0.6%	11%	-0.7%	12%	1%
S=C(NCCCNC(=S)Nc1ccccc1)Nc1ccccc1	3%	i	26	11%	-0.9	70	1.9%	-0.8%	-0.2%	11%	-5%
COc1ccc(CC(C)N2CCN(c3cccc(C(F)(F)F)c3)CC2)cc1OC (centres undefined)	4%	i	28	14%	4.3	55	8.2%	4.0%	-0.9%	7%	3%
O=c1c(-c2ccccc2)coc2cc(O)ccc12	-2%	i	25	-5%	-1.7	79	24%	-0.8%	-0.2%	4%	0%
C=CCNC(=O)C1CCN(S(C)(=O)=O)CC1	6%	i	61	-15%	2.8	55	0.8%	7.4%	-0.4%	1%	-6%
Cc1ccc(Nc2nc(N)nc(CCl)n2)c(C)c1	14%	i	24	4%	12	42	5.1%	1.6%	-0.9%	5%	-2%
O=C(Cc1ccccc1[N+](=O)[O-])N1CCc2ccccc2C1	5%	i	54	2%	0.9	40	0.2%	0.5%	-0.2%	25%	-2%
COC(=O)c1ccc(CSc2nc(-c3ccco3)cc(C(F)(F)F)n2)o1	5%	i	2	-9%	2.5	53	2.2%	0.3%	0.9%	3%	1%
CCOc1ccc(N(CC(=O)Nc2cccnc2)S(C)(=O)=O)cc1	0%	i	64	-9%	-1.1	37	4.7%	-1.1%	-0.6%	16%	-9%
Cc1cccc(-n2c(C)cc(/C=N\NC(=O)c3ccco3)c2C)c1	6%	i	42	-10%	1.3	78	1.7%	0.0%	0.4%	7%	-21%
CC1(C)CC(=O)C(/C=N/c2ncccc2C(=O)O)=C(O)C1	12%	i	35	30%	1.1	86	1.7%	0.4%	-0.4%	13%	-6%	NS5 inhibitors pilot replicate=0.0
Cc1cc(C)c2c(CN3CCN(Cc4ccc5c(c4)OCO5)CC3)cc(=O)oc2c1	5%	i	40	-5%	4.3	44	54%	8.7%	1.2%	0%	1%
O=C(Nc1ccccc1C(=O)NCC1CCCO1)c1ccccc1 (centres undefined)	16%	i	33	-18%	-1.9	50	-1.5%	0.1%	0.3%	9%	-3%
COc1ccc(NC(=O)COC(=O)CCc2ccc(S(=O)(=O)N3CCOCC3)cc2)c(OC)c1	3%	i	37	/	-1.4	56	/	0.2%[50 µM]	/	/	-4%
CCOc1ccc(/C=c2\sc3nc(-c4ccco4)nn3c2=O)cc1OCC	10%	i	56	3%	6.3	55	0.6%	0.1%	0.0%	3%	?
COc1ccc(C(=O)Nc2nnc(-c3ccc(F)cc3)s2)c(OC)c1	12%	/	/	/	0.6	59	/	0.3%	0.1%	/	-6%
CCN(CC(=O)Nc1ccc(NC(C)=O)cc1)C(=O)Cc1cccc2ccccc12	6%	i	8	7%	0.6	57	0.0%	0.1%	0.1%	-6%	1%
CC1(C)C2([N+](=O)[O-])CN3CC1([N+](=O)[O-])CN(C2)C3c1ccc(O)c(O)c1 (centres undefined)	15%	i	8	-2%	-1.1	62	-0.5%	3.8%	-0.5%	15%	0%

Not a retest: two of the compounds above.
SMILES	MgcRacGAP inhibition	T cell modulator	T cell modulator vesicle-bound %	Salmonella PhoP GFP	NTR1 agonist	NTR1 agonist cell count 20 µM	RSV CPE inhibition	UTI89 phage lysis	West Nile antiviral	SV40 large T antigen	NS5 inhibitors	others
CCOc1ccc(N(CC(=O)Nc2cccnc2)S(C)(=O)=O)cc1	0%	i	64	-9%	-1.1	37	4.7%	-1.1%	-0.6%	16%	-9%
Cc1cccc(-n2c(C)cc(/C=N\NC(=O)c3ccco3)c2C)c1	6%	i	42	-10%	1.3	78	1.7%	0.0%	0.4%	7%	-21%

Continuation:
SMILES	MgcRacGAP inhibition	T cell modulator	T cell modulator vesicle-bound %	Salmonella PhoP GFP	NTR1 agonist	NTR1 agonist cell count 20 µM	RSV CPE inhibition	UTI89 phage lysis	West Nile antiviral	SV40 large T antigen	NS5 inhibitors	others
CN(CCCC(=O)NCCc1ccccc1)S(=O)(=O)c1ccc([N+](=O)[O-])cc1	3%	i	66	4%	0.4	47	0.9%	0.3%	-0.6%	3%	0%
CCOC(=O)c1cc(CC)sc1NC(=O)CCC(=O)O	4%	i	34	-7%	0.3	31	3.6%	0.4%	0.3%	9%	-5%
O=S(=O)(c1ccccc1)N1CCN(C(=S)NCc2ccccc2)CC1	7%	i	22	-1%	-0.2	72	0.7%	0.4%	-0.1%	6%	-8%
O=C(C1CN(S(=O)(=O)c2ccccc2)CCN1S(=O)(=O)c1ccccc1)N1CCCCCC1 (centres undefined)	11%	i	43	-5%	0.1	53	0.3%	0.9%	0.0%	8%	2%
